Jurkat NFkB inh: inhibitors of induced NF-kB luciferase reporter, primary screen, TCR NF-kB activation inhibitor project, cell-based, luminescence, uHTS. Jurkat, PMA/ionomycin-induced NF-kB luciferase reporter. inhibition, % at 4 µM. 330,000 compounds, 0.53% hits; in the data active means inhibition above about 50%
APJ antagonist: antagonists of human apelin receptor APJ, primary screen, CHO-K1 cells, beta-arrestin complementation, luminescence; AID 2521, 2010; P35414; inhibition, % at 20 µM; 330,000 compounds, 0.32% hits;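 active means inhibition above about 40% at 20 µM, limit read from the data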;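 further: cells challenged with 10 nM apelin-13 agonist together with compound; plate controls were apelin-13 plus DMSO wells for no effect and DMSO wells lacking apelin-13 for full effect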
Mdm2-MdmX inh: inhibitors of human Mdm2-MdmX association, primary screen, cell-based, luminescence, split luciferase, SaOS-2, uHTS; AID 485346, 2010; 330,000 compounds, 3% hits; inhibition, % at 8 µM; Protein Mdm4 (Homo sapiens) + E3 ubiquitin-protein ligase Mdm2 (Homo sapiens), …; SaOS-2 split-luciferase Mdm2/MdmX complementation;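 active means inhibition of at least 50% at 8 µM in the primary screen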
Target sequence (O15151 whole entry, looked up): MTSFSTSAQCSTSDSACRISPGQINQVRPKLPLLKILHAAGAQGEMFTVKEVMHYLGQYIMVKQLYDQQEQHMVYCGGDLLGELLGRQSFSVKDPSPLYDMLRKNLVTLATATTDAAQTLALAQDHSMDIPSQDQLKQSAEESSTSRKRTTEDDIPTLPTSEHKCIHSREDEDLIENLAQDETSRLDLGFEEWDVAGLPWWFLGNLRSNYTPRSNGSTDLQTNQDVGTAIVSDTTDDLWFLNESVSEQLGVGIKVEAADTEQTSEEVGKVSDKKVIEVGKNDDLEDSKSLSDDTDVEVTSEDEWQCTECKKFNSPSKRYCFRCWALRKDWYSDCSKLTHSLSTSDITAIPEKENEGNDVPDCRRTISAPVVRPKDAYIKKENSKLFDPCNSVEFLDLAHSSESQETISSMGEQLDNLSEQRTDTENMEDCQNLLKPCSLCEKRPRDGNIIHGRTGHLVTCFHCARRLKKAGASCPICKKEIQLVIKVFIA
Target sequence (Q00987 whole entry, looked up): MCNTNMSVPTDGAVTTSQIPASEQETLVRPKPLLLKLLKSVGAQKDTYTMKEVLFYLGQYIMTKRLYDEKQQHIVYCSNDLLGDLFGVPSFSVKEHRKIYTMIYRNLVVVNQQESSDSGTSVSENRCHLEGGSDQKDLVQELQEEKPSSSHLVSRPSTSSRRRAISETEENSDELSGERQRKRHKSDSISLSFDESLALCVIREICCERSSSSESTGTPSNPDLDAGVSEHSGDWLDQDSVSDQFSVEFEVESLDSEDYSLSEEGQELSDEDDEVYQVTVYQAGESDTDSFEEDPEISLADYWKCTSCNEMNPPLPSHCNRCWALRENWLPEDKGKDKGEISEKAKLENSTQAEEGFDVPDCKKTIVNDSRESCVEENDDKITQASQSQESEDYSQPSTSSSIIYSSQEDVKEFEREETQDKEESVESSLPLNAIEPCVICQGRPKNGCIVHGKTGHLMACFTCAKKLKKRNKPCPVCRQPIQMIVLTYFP
CHOP UPR activ: activators of apoptotic CHOP UPR arm, primary screen, cell-based, CHO-CHOP luciferase reporter, luminescence, uHTS. UPR activation; percent of tunicamycin response over DMSO baseline. activation, % at 10 µM. 330,000 compounds, 0.34% hits. AID 449763, 2010;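 active means at 10 µM dose, activation of 40% or more, normalized to positive control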;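 further: 100% = tunicamycin at 10 µg/mL and 0% = DMSO alone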
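Assay system: CHO-CHOP cells, stable luciferase reporter of PERK-eIF2a-CHOP signalling / Buffer or medium: F12 plus 10% serum / Compound dosing: one dose, 10 µM in 0.5% DMSO / Times: 6 h compound treatment, 37 °C / Technique: luciferase luminescence / Read-out: % reporter activation, DMSO baseline versus tunicamycin full activation / Benchmarks: tunicamycin and DMSO controls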
APJ agonist: agonists of human apelin receptor APJ, primary screen, CHO-K1 cells, PathHunter beta-arrestin, luminescence. AID 2520, 2010. 0% DMSO wells, 100% apelin. 330,000 compounds, 0.11% hits. P35414. activation, % at 20 µM;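 active means activation more than six SD over the plate average, tested at 20 µM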;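 further: 0% = DMSO alone and 100% = apelin-13 at 10 nM; some results filed as inactive read as strong as hits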
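Test system – PathHunter CHO-K1 APJ (AGTRL-1) beta-arrestin reporter cells · Input – 1000 cells/well · Compound – single test compound dose, 20 µM final, 1% DMSO · Times – compound stimulation 90 min at 25 °C, detection 60 min · Technique – beta-gal luminescence · Read-out basis – APJ–arrestin association signal · Control set – negative DMSO alone, positive Apelin-13 at 10 nM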
697 NFkB inh: inhibitors of PMA/ionomycin-induced NF-kB reporter, 697 cells, primary screen, B-cell NF-kB inhibitor project, cell-based, luminescence, uHTS. 697 B-cell NF-kB luciferase reporter, 16 h. inhibition, % at 4 µM. 330,000 compounds, 0.33% hits. AID 435022, 2010; in the data active means inhibition above about 35%
tim23-1 inh: growth inhibitors of tim23-1 mutant yeast, primary screen, luminescence, uHTS | AID 463212, 2010 | inhibition, % at 20 µM | 330,000 compounds, 1.3% hits | S. cerevisiae tim23-1 growth, BacTiter-Glo luminescence, 24 h;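 active means growth inhibition of the mutant yeast at or above 50%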;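 further: temperature-sensitive mutant grown at 25 °C; plate controls were DMSO-treated mutant yeast for no effect and medium wells lacking yeast for full effect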
XBP1 UPR activ: activators of adaptive XBP1 UPR arm, primary screen, cell-based, CHO-XBP1 luciferase reporter, luminescence, uHTS | IRE1-XBP1 UPR activation; percent of tunicamycin response, DMSO as zero | activation, % at 20 µM | 330,000 compounds, 0.33% hits | AID 463104, 2010;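 active means versus positive control, 20 µM dose yields 30% or more activation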;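 further: 100% = tunicamycin at 10 µg/mL and 0% = DMSO only wells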
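Material: IRE1-XBP1 luciferase reporter CHO line / Quantity: one thousand reporter cells per well / Buffer or medium: F12 with 10% serum / Compound: 20 µM single concentration, DMSO 1% / Times: 6 h treatment, 37 °C / Detection: Steady-Glo luciferase glow luminescence, 10 min after reagent addition / Benchmarks: tunicamycin high, DMSO low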
An asterisk follows results filed as active.

cpd | SMILES | XBP1 UPR activ | Jurkat NFkB inh | Mdm2-MdmX inh | tim23-1 inh | APJ agonist | CHOP UPR activ | 697 NFkB inh | APJ antagonist
1 | CC1CCCCN1C(=O)CSc1nnc(-c2cccs2)o1 (centres undefined) | -7 | -74 | -15 | 4 | -3 | 0.7 | -60 | -1
2 | Oc1ccc(C(=S)N2CCCCCC2)cc1 | 1 | 1 | -3 | 9 | 2 | -1.7 | 14 | 3
3 | Cc1ccc(CSc2nccc(-c3c(C)nc4ccccn34)n2)cc1 | 1 | 44 | 66* | 14 | -1 | 1.0 | -70 | -5
4 | CC(C)NC(=S)N1CCN(c2ncccn2)CC1 | 1 | -8 | -20 | 8 | 0 | -0.3 | 18 | 5
5 | COC(=O)CSc1nnc(CSc2nc(C)cc(C)n2)o1 | 1 | -19 | 7 | 6 | -2 | -1.2 | -7 | 15
6 | Cc1ccccc1NS(=O)(=O)c1ccc(C(=O)NCCCN2CCOCC2)cc1 | 2 | -2 | 13 | -3 | -4 | 0.3 | -1 | 3
7 | COCCNc1nc2nonc2nc1N1CCCC1c1nccs1 (centres undefined) | 6 | 0 | 9 | 24 | 1 | -1.0 | -2 | -30
8 | O=C(O)c1ccc(NC(=O)c2ccccc2NC(=O)c2cccc(F)c2)cc1 | -2 | -5 | -5 | 14 | -3 | 0.7 | -3 | 13
9 | COc1ccc(OCC(=O)NNC(=O)c2cccs2)cc1 | -1 | 7 | 10 | 10 | 1 | -1.1 | 21 | -1
10 | CCC1(Cc2ccccc2)NC(=O)c2ccccc2O1 (centres undefined) | -1 | 5 | -13 | 15 | -3 | 1.2 | 9 | -1
11 | Cc1ccc(-c2cc(-c3c(C)nn(C)c(=O)c3N)[nH]n2)cc1 | 1 | -18 | -11 | 29 | 4 | 1.2 | -34 | -2
12 | CC(=O)CCn1cc([N+](=O)[O-])nc1C | -1 | 13 | -21 | 3 | 2 | -1.1 | 3 | 19
13 | CCN(CC(=O)Nc1ccccc1C(F)(F)F)C(=O)CCc1c(C)[nH]c(=O)c(C#N)c1C | 2 | 2 | -16 | 4 | 3 | 0.9 | 3 | 11
14 | Cc1ccc2nc(-c3ccc(NC(=S)NC(=O)CC(C)C)cc3)sc2c1 | 8 | -85 | -118 | -11 | 13 | 5.9 | -89 | -2
15 | Clc1ccccc1C1CC(c2ccccc2)=Nc2ccccc2N1 (centres undefined) | 1 | -4 | -13 | 28 | -4 | 1.9 | -33 | -8
16 | CCN(CC)CCCNC(=O)Cn1ncc2c(=O)oc3ccc(C)cc3c21 | 4 | 13 | -7 | 7 | 3 | 2.0 | -4 | 24
17 | O=C(COc1ccc(Br)cc1)Nc1ccccc1C(=O)NC1CC1 | -1 | 20 | 30 | 6 | -7 | -1.0 | -13 | -3
18 | c1ccc(Oc2ccc(-c3ccnc4nc(N5CCOCC5)nn34)cc2)cc1 | 1 | -18 | -30 | 4 | -2 | 0.9 | -29 | 14
19 | COc1cc(/C(C)=N/N2CCN(Cc3ccc(C)cc3)CC2)ccc1O | -4 | 5 | 27 | 8 | -2 | -1.0 | 11 | 10
20 | COc1cc(OC)cc(-c2cc(N)n(S(=O)(=O)c3cccc4nsnc34)n2)c1 | 0 | -4 | 13 | 25 | -5 | 0.3 | 0 | 10
21 | CC(=O)N/C(=C\c1ccccc1)C(=O)OCC(=O)N(C)C1CCCCC1 | -2 | -7 | -11 | 4 | -1 | 3.1 | 4 | 2
22 | Clc1ccc(CO/N=C/c2c(-c3ccccc3)nc3n2CCS3)c(Cl)c1 | -1 | -3 | 26 | 8 | -3 | -2.0 | -13 | -12
23 | O=C(/C=C/c1cccc(Br)c1)NC1CCN(Cc2ccccc2)CC1 | -7 | -19 | 14 | 18 | -4 | 0.7 | -19 | 0
24 | Cc1cc(NC(=O)CSc2nc(C3CC3)nc3sc4c(c23)CCC(C)C4)no1 (centres undefined) | 65* | -47 | 45 | -4 | 4 | 51* | -115 | -11
25 | COC(=O)c1ccc(NC(=O)Cn2cnc3c(nnn3-c3cccc(OC)c3)c2=O)cc1 | -2 | -13 | 12 | -14 | -4 | 0.0 | 12 | -3
26 | O=C(CSc1nc2c(c(=O)n1-c1ccccc1)SCC2)N1CCN(c2ccccc2)CC1 | -1 | 25 | -6 | 33 | 13 | 2.8 | 28 | 0
27 | COc1ccc(C(=O)N2CCN(c3ccc(N4CCOCC4)nn3)CC2)cc1OC | -4 | 7 | 1 | -34 | -6 | -1.0 | 0 | -54
28 | CC(C)(C)OC(=O)N1CCC(NC(=O)c2nc[nH]c2C(=O)NCC(=O)OCc2ccccc2)CC1 | -1 | 9 | 23 | 7 | 4 | 1.6 | 10 | 1
29 | O=C(c1ccc(Cl)cc1)C1CCN(C(=O)N2CCOCC2)CC1 | -2 | 2 | 4 | 8 | -3 | 0.5 | -3 | 15
30 | COc1ccc(OCCOCCN2CCOCC2)cc1 | -6 | -24 | -1 | 16 | 5 | 1.9 | -12 | -10
31 | Cc1ccc(S(=O)(=O)N2CCN(C(=O)CSc3ncc(C(F)(F)F)cc3Cl)CC2)cc1 | -5 | -2 | 6 | 29 | -4 | -3.6 | 26 | 3
32 | COCCCNC(=O)c1ccc([N+](=O)[O-])c(Cl)c1 | -1 | 3 | 29 | 1 | 1 | -1.4 | 3 | 5
33 | COc1cc(CC2C(=O)Nc3ccccc32)cc(C)c1O (centres undefined) | -2 | 8 | -1 | -5 | -1 | 1.7 | -7 | 13
34 | O=C(NCc1ccco1)C(c1ccncc1)N(C(=O)Cn1nnc2ccccc21)c1ccccc1F (centres undefined) | 0 | -2 | 6 | -3 | 4 | 1.3 | -7 | 2
35 | O=C(O)CCCC(=O)Nc1ccn(-c2ccccc2)n1 | 0 | -2 | -3 | 11 | 2 | 0.0 | 14 | 12
36 | CCc1nc2ccccc2c(C(=O)OCc2nc3ccccc3c(=O)[nH]2)c1C | 3 | 6 | 17 | 13 | 0 | -0.9 | -11 | 8
37 | CN(C)c1ccc(/C=N/NC(=O)C(O)c2ccc(Br)cc2)cc1 (centres undefined) | 1 | -3 | -9 | 2 | 0 | 1.2 | 8 | 5
38 | O=C(NCCN1C(=O)S/C(=C\c2ccc(Cl)cc2)C1=O)c1ccc(F)c(S(=O)(=O)N2CCOCC2)c1 | 3 | -6 | -41 | 1 | 0 | 6.1 | -76 | -8
39 | CN(c1ncc(C(F)(F)F)cc1Cl)n1cc(C(N)=O)c2ccccc2c1=O | -4 | -5 | -3 | 8 | -2 | -0.5 | 18 | 11
40 | Cc1cc(=O)oc2cc(OCC(=O)Nc3nnc(CC(C)C)s3)ccc12 | 0 | 4 | -1 | 7 | -1 | -1.9 | 11 | 1

Records listed so far that bear a hit mark in Mdm2-MdmX inh.
| entry | SMILES | XBP1 UPR activ | Jurkat NFkB inh | Mdm2-MdmX inh | APJ agonist | 697 NFkB inh | APJ antagonist |
| --- | --- | --- | --- | --- | --- | --- | --- |
| 3 | Cc1ccc(CSc2nccc(-c3c(C)nc4ccccn34)n2)cc1 | 1 | 44 | 66* | -1 | -70 | -5 |

(further entries)
cpd | SMILES | XBP1 UPR activ | Jurkat NFkB inh | Mdm2-MdmX inh | tim23-1 inh | APJ agonist | CHOP UPR activ | 697 NFkB inh | APJ antagonist
41 | COc1ccc(Nc2ccc(N3C(=O)CC(C)C3=O)cc2[N+](=O)[O-])cn1 (centres undefined) | 0 | 0 | 8 | 7 | -3 | 0.6 | -2 | -2
42 | COc1ccc(N2CC(C(=O)Nc3nnc(SCc4cccnc4)s3)CC2=O)cc1 (centres undefined) | -5 | 1 | 3 | 2 | -2 | 1.7 | -8 | -13
43 | O=C(Cc1ccon1)c1ccc(O)cc1O | -5 | 0 | -22 | 9 | -2 | 1.3 | 0 | 14
44 | Cc1c(Cl)ccc2c1NC(=O)C21NC(CCC(N)=O)[C@H]2C(=O)N(c3ccc(Cl)cc3)C(=O)[C@H]21 (some centres undefined) | 0 | 5 | 8 | 2 | -3 | 0.8 | 9 | -1
45 | COc1cccc(C2C(C#N)=C(N)N(N(C)C)C3=C2C(=O)CC(C)(C)C3)c1 (centres undefined) | 0 | -15 | 16 | 21 | 1 | 1.6 | 5 | -18
46 | CCC(=O)Nc1ccc(C(=O)N2CCN(C(=O)c3ccco3)CC2)cc1 | 0 | 6 | 4 | 3 | -3 | 1.7 | 4 | 12
47 | N=c1ccn(Cc2c(Cl)cccc2Cl)cc1 | 3 | 42 | -10 | 9 | 2 | 0.2 | 47* | 3
48 | CCN(CC)c1ccc(C(=O)NN)cc1 | 2 | 0 | -8 | 26 | 6 | 1.0 | 5 | 11
49 | CC(C)CCNC(=O)C(=O)NCc1ccccc1 | -2 | 2 | 8 | -12 | 2 | 3.0 | -19 | 18
50 | CC1CN(C(=O)C(C)OC(=O)c2ccc3ncsc3c2)CC(C)O1 (centres undefined) | -1 | -4 | -2 | -8 | -3 | -1.3 | 4 | 21
51 | CC(C)(C)C(=O)CSc1nnc(Nc2ccccc2)s1 | -1 | -36 | -36 | 26 | -1 | 3.8 | -48 | -4
52 | Cc1noc(NS(=O)(=O)c2ccc(NC(=O)C(Cl)(Cl)Cl)cc2)c1C | -4 | -10 | -1 | 0 | 7 | -2.3 | -3 | -21
53 | CC(C(=O)Nc1ccc2c(c1)OCCO2)N(C)Cc1c(F)cccc1Cl (centres undefined) | 1 | 1 | -20 | 26 | -3 | 0.1 | -13 | 15
54 | COc1ccc(C[C@H]2CN3C(=NC[C@@H]3C(C)C)N2C[C@H](C)NC(=O)c2ccc(C)c(Br)c2)cc1 | -1 | 1 | 52* | 9 | 0 | -0.7 | -1 | -33
55 | FC(F)Sc1ccc(NC2=NCCCCC2)cc1 | -4 | -10 | 14 | 15 | -3 | 1.7 | 8 | -7
56 | Cc1c(Cl)cccc1NC(=O)CSc1nnc(CCNC(=O)OC(C)(C)C)o1 | 3 | -11 | -20 | 16 | -1 | -0.1 | -17 | -9
57 | CCC(C)(C)C1CCc2c(sc(NC(=O)c3cccs3)c2C(N)=O)C1 (centres undefined) | 1 | -46 | -13 | 13 | 11 | 2.2 | -7 | -16
58 | O=C(NCc1ccccc1F)c1cccc(S(=O)(=O)NCc2ccccc2)c1 | -1 | 20 | 22 | 19 | -5 | 2.3 | 6 | -3
59 | COc1ccc(C(=O)Nc2ccc3c(c2)C(=O)NC3=O)cc1 | 4 | -11 | 8 | -2 | -1 | 5.6 | -33 | -71
60 | O=C(CCN1CCN(S(=O)(=O)c2cccc([N+](=O)[O-])c2)CC1)Nc1ccccc1F | -1 | 7 | -6 | 3 | 2 | -1.7 | 6 | -31
61 | Cc1ccc(S(=O)(=O)N2CCCCC2CCNC(=O)C(=O)NCc2ccncc2)cc1 (centres undefined) | -2 | -2 | -34 | 9 | -5 | 0.0 | 53* | 6
62 | CCc1ccc(C(=O)COC(=O)[C@@H](NC(N)=O)[C@@H](C)CC)cc1 | 0 | 3 | 16 | 20 | 0 | 4.5 | -8 | 25
